Compound activity deposited in PubChem BioAssay by several laboratories.
TNF necrop inh: blocks TNF-alpha induced death of Jurkat FADD-/- cells | Jurkat FADD-/- TNF necroptosis rescue, ATP luminescence, 24 h; 0 = TNF only, 100 = no-TNF cells | activation (protection from cell death), % at 10 µM | 220,000 compounds, 0.068% hits;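 active = activation, meaning protection from cell death, of at least 50% relative to plate controls; inactive = activation below 50%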;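 also: necroptosis triggered by 40 ng/mL TNF-alpha added together with compound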
zVAD death inh: blocks zVAD induced death of L929 cells | L929 zVAD necroptosis rescue, ATP luminescence, 24 h; with zVAD 60 µM | 220,000 compounds, 0.38% hits | AID 1377 | viability rescue, % at 10 µM;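 active = activation, scaled between plate controls, above about 75%, limit read from the data; inactive = activation under that limit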;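 also: 0% = zVAD with DMSO and 100% = DMSO alone without zVAD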
EP2 antag: inhibitors of human EP2 prostaglandin E2 receptor. C6 glioma cells expressing human EP2, cAMP TR-FRET; cells stimulated with saturating PGE2. P43116. AID 1422. inhibition, % at 25 µM. 260,000 compounds, 0.52% hits;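 active = percent inhibition above 40 after rounding to a whole number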;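 also: rat C6 glioma host cells with rolipram phosphodiesterase inhibitor present; the protocol text gives 20 µM as final concentration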
Runt-CBFb FRET: blocks binding of human RUNX1 Runt domain to CBFb; AID 1496; inhibition, % at 20 µM; 220,000 compounds, 0.46% hits; Cerulean-Runt/Venus-CBFb FRET ratio 530/480, 1 h;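 active = inhibition over about 50% at 20 µM in the single-dose screen, limit read from the data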;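 also: 0% = DMSO wells and 100% = excess unlabeled CBFb competitor control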
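Measured by: fluorescence energy transfer, 422 nm excitation, 530/480 nm emission; test system: Cerulean-tagged RUNX1 Runt domain (FRET donor) fusion protein; buffer or medium: Tris pH 7.5 buffer with BSA; compound: one dose, 20 µM compound, 1% DMSO; times: two 1 h room-temperature incubations shielded from light; benchmarks: unlabeled CBFb 5 µM, positive control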
PERK inhibitor: blocks human PERK kinase. Q9NZJ5. CHO PERK-DD fusion, SEAP luminescence translation reporter. inhibition, % at 5.6 µM. 220,000 compounds, 0.17% hits;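 active = inhibition above the mean inhibition of all tested compounds plus 3 SD, set separately per screening campaign, cut at about 2.9% in these data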;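 also: PERK kinase domain activated by AP20187 dimerizer at 100 nM; 0% = DMSO with dimerizer and 100% = rapamycin at 8.4 µM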
Target sequence (Q9NZJ5 whole entry, looked up, the tested form may be a part): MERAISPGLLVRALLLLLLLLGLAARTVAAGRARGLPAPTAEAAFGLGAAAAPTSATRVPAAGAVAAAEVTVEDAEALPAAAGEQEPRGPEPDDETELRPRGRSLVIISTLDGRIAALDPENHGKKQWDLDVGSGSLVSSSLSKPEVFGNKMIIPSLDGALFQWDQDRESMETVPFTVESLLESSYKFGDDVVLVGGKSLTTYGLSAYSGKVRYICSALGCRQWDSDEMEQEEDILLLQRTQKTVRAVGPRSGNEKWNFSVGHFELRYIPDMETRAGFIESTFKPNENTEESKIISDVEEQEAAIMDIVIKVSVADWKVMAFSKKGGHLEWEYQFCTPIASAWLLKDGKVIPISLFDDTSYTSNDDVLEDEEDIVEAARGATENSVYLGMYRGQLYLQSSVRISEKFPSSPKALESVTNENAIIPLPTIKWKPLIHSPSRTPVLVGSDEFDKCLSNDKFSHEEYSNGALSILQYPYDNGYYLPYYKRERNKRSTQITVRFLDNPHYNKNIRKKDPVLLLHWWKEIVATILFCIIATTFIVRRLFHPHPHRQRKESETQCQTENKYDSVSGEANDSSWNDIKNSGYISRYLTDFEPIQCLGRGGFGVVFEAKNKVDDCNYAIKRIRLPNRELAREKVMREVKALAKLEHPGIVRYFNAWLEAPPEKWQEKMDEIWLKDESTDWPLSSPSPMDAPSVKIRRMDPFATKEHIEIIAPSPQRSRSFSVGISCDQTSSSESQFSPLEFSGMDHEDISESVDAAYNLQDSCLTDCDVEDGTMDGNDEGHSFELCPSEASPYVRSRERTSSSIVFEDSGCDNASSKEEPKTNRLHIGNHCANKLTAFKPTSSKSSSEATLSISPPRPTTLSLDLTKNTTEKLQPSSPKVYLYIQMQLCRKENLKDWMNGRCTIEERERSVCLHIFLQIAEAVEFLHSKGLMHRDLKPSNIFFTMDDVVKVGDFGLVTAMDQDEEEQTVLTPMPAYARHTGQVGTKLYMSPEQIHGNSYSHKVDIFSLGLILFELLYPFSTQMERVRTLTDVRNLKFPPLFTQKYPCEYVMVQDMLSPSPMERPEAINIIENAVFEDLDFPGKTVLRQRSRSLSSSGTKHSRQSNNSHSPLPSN
Hck Nef HTS: blocks Nef-activated human Hck kinase. Recombinant Hck-YEEI plus Nef, Z-Lyte FRET kinase assay. inhibition, % at 20 µM. 220,000 compounds, 0.68% hits. AID 463187;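 active = Hck-Nef kinase inhibition above about 50%, limit read from the data; inactive = inhibition below that limit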;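 also: 0% = DMSO with Hck plus Nef and 100% = Hck alone without Nef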
EP2 modulator: modulators of human EP2 prostaglandin E2 receptor. P43116. EP2-expressing cells, cAMP HTRF FRET, PGE2 co-stimulation. induction, % at 25 µM. 260,000 compounds, 0.83% hits;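 active = compounds whose cAMP rise, as percent of the full-agonist control response, exceeds 60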;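 also: rat C6 glioma line stably carrying human EP2 under a CMV promoter; the protocol text gives 20 µM as final concentration; 100% = response of wells given 1 µM PGE2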
RBBP9 inhibitor: inhibitors of human serine hydrolase RBBP9; O75884; recombinant RBBP9, FP-Rh probe fluorescence polarization; inhibition, % at 7.94 µM; 220,000 compounds, 0.2% hits; AID 1515;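 active = inhibition above the campaign mean of all tested compounds plus 3 SD, cut at about 14% in these data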;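 also: plate controls were DMSO wells with RBBP9 for no effect and wells lacking RBBP9 protein for full effect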
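System: RBBP9 protein / Quantity: 2.5 µM RBBP9 dispensing solution, before mixing / Also added: Serine-hydrolase probe FP-Rh, 375 nM pre-mixing / Dosing: 7.94 µM single dose, 0.794% DMSO / Timing: enzyme-compound preincubation 30 min, then probe labeling 45 min, 25 °C / Signal: FP readout at 525/598 nm / Controls: DMSO-treated enzyme wells and wells lacking RBBP9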
Runt-SMMHC FRET: blocks binding of human RUNX1 Runt domain to CBFb-SMMHC. Cerulean-Runt/Venus-CBFb-SMMHC FRET ratio 530/480, 1 h. inhibition, % at 20 µM. 220,000 compounds, 0.74% hits. AID 1434;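 active = mean inhibition across duplicate retests at 20 µM reaching about 50%, limit read from the data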;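 also: 0% = DMSO wells and 100% = wells with excess untagged CBFb-SMMHC; inhibitors lower the FRET ratio by blocking Runt binding to CBFb-SMMHC; some results filed as inactive read as strong as hits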
Active calls of the source: *; / = not tested or not shown; & = joins results of further samples. These rows are one share of the data; the hit share may differ from the screen's.

SMILES	TNF necrop inh	zVAD death inh	EP2 antag	Runt-CBFb FRET	PERK inhibitor	Hck Nef HTS	EP2 modulator	RBBP9 inhibitor	Runt-SMMHC FRET
COc1ccccc1NC(=O)NCc1nc(-c2ccc(C(F)(F)F)cc2)no1	2.2	-0.1	7.0	-0.1	-1.3	3.8	-32.2	-2.8	-0.4
Clc1ccc2oc(-c3cccnc3NCc3ccccc3)nc2c1	-1.2	0.0	11.3	4.0	0.8	90.4*	57.7	-4.8	15.9
COCCCN(C(=S)Nc1c(C)cc(C)cc1C)C(C)c1ccncc1 (stereo unspecified)	1.8	-0.4	9.3	4.3	1.9	-10.9	17.3	-10.7	2.2
Cc1cc(C)c(C#N)c(SCc2nc3ccccc3c(=O)[nH]2)n1	1.3	-0.9	4.8	7.1	0.8	7.5	-32.8	5.0	14.1
CC(C(=O)OCC(=O)c1ccc([N+](=O)[O-])cc1)N1C(=O)C2C3CCC(C3)C2C1=O (stereo unspecified)	-3.4	-1.1	4.7	2.7	1.1	-11.3	7.3	-4.2	-3.2
CCOc1ccccc1NC(=O)c1cccc(S(=O)(=O)N(Cc2ccccc2)c2ccccc2OC)c1	6.5	0.6	2.1	1.7	-0.8	2.1	4.1	-2.9	3.6
Cc1ccccc1-n1nnnc1SCCCC(=O)c1ccc(F)cc1	2.9	0.6	8.1	1.2	-0.2	1.2	-6.5	-10.3	-3.3
Cc1cccc(OCCC(=O)NCC(=O)Nc2c(C)cccc2C)c1	0.2	0.5	6.8	-0.2	1.0	8.3	11.2	1.4	-1.3
CC(=O)C1=C(C)NC(=O)CC1c1ccccc1Cl (stereo unspecified)	-0.2	0.2	7.2	-0.7	1.1	13.0	7.2	-2.2	-3.1
O=C(Nc1ccc(S(=O)(=O)N2CCOCC2)cc1)c1cccs1	2.2	0.9	21.1	-2.9	-0.4	14.6	2.2	-4.1	-1.1
CCOC(=O)c1oc2ccc(CNC(C)(C)C)c(Cl)c2c1C	0.7	0.1	/	-0.6	-1.5	7.0	-19.8	-6.9	0.2
NC1=NC(=O)C(Cc2cc(Cl)ccc2Cl)S1 (stereo unspecified)	-0.1	-0.3	7.2	/	0.7	1.0	8.4	-8.2	-1.1
CCn1c(COc2ccccc2C)nnc1SCC(=O)CC(=O)Nc1ccccc1	-0.8	-0.3	11.0	-7.7	-0.1	0.2	29.3	-7.8	0.7
Clc1ccc(OCCOCCN2CCCCC2)c(Br)c1	-5.0	-0.6	3.8	-0.8	-0.2	1.4	-25.3	-0.3	-4.5
O=C(Cn1cnc2c(oc3ccccc32)c1=O)NCc1ccco1	0.3	-0.6	6.5	-2.6	0.1	-0.6	-1.9	3.2	0.1
Cc1ccc(OC(C)C(=O)N2CCc3ccccc32)cc1 (stereo unspecified)	-0.8	0.0	15.6	-0.9	0.7	-1.1	-8.4	-3.0	1.1
Cc1cc(C)c(CSc2ncc(-c3ccc([N+](=O)[O-])cc3)[nH]2)c(C)c1	-8.7	-0.2	11.9	2.2	0.1	0.2	-44.7	-6.7	-7.6
Cc1ccc(COc2ccccc2-c2cc(C(=O)N/N=C/c3cccnc3)[nH]n2)cc1	-4.9	1.0	3.2	-2.4	-1.3	-8.7	-32.8	-77.3	-0.5
CC(=O)/C(=N/Nc1cccc(Cl)c1)N1CCOCC1	0.2	-0.4	9.6	1.4	0.8	8.3	-22.7	-4.1	-4.2
Cc1ccc(S(N)(=O)=O)cc1NC(=O)/C=C/c1ccc2c(c1)OCO2	1.5	4.1	13.8	1.6	0.3	18.7	-28.5	-6.9	-1.0
CC(C)CCNC(=O)CNC(=S)N(Cc1ccccc1)Cc1cccnc1	1.7	0.2	6.1	-2.2	-0.5	1.9	0.9	1.2	0.4
O=C(c1cccnc1)N1CCN(C(=O)c2cccs2)CC1	1.1	/	18.1	0.9	0.8	-0.9	26.3	-5.3	2.5
CCC(c1nnc(SCC(=O)Nc2cc(Cl)ccc2C#N)n1C1CCCCC1)N(C)C (stereo unspecified)	2.4	0.1	5.8	-1.0	-0.4	7.0	-7.4	6.7	11.3
O=C(Cn1c(=O)oc2cc(S(=O)(=O)N3CCCC3)ccc21)N1CCN(c2ccccn2)CC1	-0.6	1.4	6.1	0.4	-0.2	-0.2	-2.6	-7.2	-1.2
O=C(O)CC(NC(=O)c1ccccc1NC(=O)c1ccccc1)C(=O)O (stereo unspecified)	0.1	0.2	10.5	0.3	0.4	-1.3	17.2	4.2	-0.9
Carrying on.
SMILES	TNF necrop inh	zVAD death inh	EP2 antag	Runt-CBFb FRET	PERK inhibitor	Hck Nef HTS	EP2 modulator	RBBP9 inhibitor	Runt-SMMHC FRET
COc1ccc(Br)cc1CNc1ccc(O)cc1	-15.3	-0.2	12.1	6.3	-0.2	-10.1	8.9	-1.8	-2.9
CNc1nccc(-c2ccc(Cl)cc2)c1C#N	-0.2	18.9	2.0	-1.0	1.7	30.5	0.1	-4.6	-2.8
O=C(Nc1ccc(F)cc1)Nc1csc2ccccc12	7.0	1.7	2.6	2.3	0.2	7.7	-30.4	-0.9	-1.2
Cc1ccc(C)c2[nH]c(=O)c(CN(CCN3CCOCC3)Cc3nnnn3CC3CCCO3)cc12 (stereo unspecified)	1.4	-0.6	6.9	0.7	-2.0	6.1	29.5	1.6	-4.0
O=C(Cc1ncc(C(F)(F)F)cc1Cl)N1CCN(c2ccc(F)cc2)CC1	-3.9	-0.2	1.9	-0.6	-1.1	0.2	-2.0	-6.6	-3.5
COc1cc(OC)cc(C(=O)NCCN2CCOCC2)c1	-0.9	0.2	15.1	2.7	1.1	-5.8	15.3	-0.2	0.9
COc1ccc(CCNc2c([N+](=O)[O-])ncn2C)cc1OC	1.3	0.5	5.5	1.1	-0.2	28.7	6.5	-0.4	0.6
Cc1nc(-c2ccccn2)sc1C(=O)Nc1ccc(F)cc1	-1.2	0.9	2.3	/	-0.4	1.6	-6.3	2.9	-7.9
Cc1cc(C)n(C(=O)CSc2nnc(SCC(=O)n3nc(C)cc3C)s2)n1	-2.9	-0.3	7.8	-1.1	0.7	2.6	16.3	-2.5	-6.2
CCn1nnnc1SCC(=O)c1cc(OC)ccc1OC	4.7	1.4	4.8&7.2	0.5	0.1	-6.5	12.9&10.6	-5.5	-3.1
O=C(OCc1ccccc1)C1=NNC2C(=O)N(c3ccc(Br)cc3)C(=O)C12 (stereo unspecified)	6.7	-0.2	6.5	0.6	1.3	13.3	16.4	7.9	-5.8
O=C(Nc1nnc(-c2ccncc2)o1)c1ccc(Br)s1	-0.1	-0.7	3.4	0.8	-0.1	8.8	-14.6	-5.3	-2.5
Cc1cc(NC(=O)CSc2nc(-c3ccccc3)nc3c2c(=O)n(C)c(=O)n3C)no1	-0.5	-0.1	3.4	0.1	1.6	20.6	7.2	0.4	-2.6
COCCCNC(=O)c1ccccc1SC	-2.3	0.3	9.7	3.1	2.2	6.0	12.8	6.8	-2.5
COc1cc2cc(C)c(SCC(=O)N3CCN(C(=O)c4ccco4)CC3)nc2cc1OC	1.2	-0.6	10.6&1.1	0.0	0.3	21.6	-10.8&9.3	-4.1	-0.2
CC(C)NC(=S)N/N=C/c1cc(Br)ccc1O	-0.8	1.3	5.8	19.0	1.6	6.6	-42.1	-6.6	23.8
C=CCSc1nc(C)c(CC(=O)OCCCC)c(=O)[nH]1	1.3	3.3	14.5	0.1	0.1	-1.7	15.4	-10.7	-3.9
CCc1ccc(-c2c(C)sc(NC(C)=O)c2C(N)=O)cc1	-14.7	77.7*	12.3	4.2	-0.1	39.2	23.3	4.4	-1.8
CC(C)(C)c1nc(SCC(=O)N2CC(=O)Nc3ccccc32)c2ccccc2n1	0.1	4.8	4.8	-3.5	0.4	21.6	50.9	-2.1	1.5
O=C(O)c1ccc(Nc2nc(-c3cc4ccccc4oc3=O)cs2)cc1O	1.8	2.6	8.5	-6.4	2.1	1.8	-25.9	3.8	-50.8
O=C(NCc1nc2ccccc2[nH]1)C1CCCCC1	2.1	0.9	2.5	2.2	0.4	-14.7	3.1	-3.2	1.7
COc1ccc(OC)c(-n2nnnc2SCC(=O)Nc2nc(C)c(C)s2)c1	0.6	2.3	9.4	-2.0	-0.6	1.2	14.4	0.0	4.3
CCOc1ccccc1NC(=S)N(CCOC)C1CCN(C(C)=O)CC1	0.9	0.2	3.5	0.4	1.0	20.3	2.1	5.4	-4.0
CC(/C=N/N1C(=O)CSC1=S)=C\c1ccccc1	1.2	0.6	3.0	10.0	1.2	31.5	-23.9	-0.2	3.0
Nc1c(Cl)ncnc1NCCO	6.9&0.5	0.1&23.3	2.7&7.0	1.2&1.1	1.3&1.2	18.1&16.7	31.4&9.7	-0.4&-3.4	-4.2&0.4
New compounds follow.
SMILES	TNF necrop inh	zVAD death inh	EP2 antag	Runt-CBFb FRET	PERK inhibitor	Hck Nef HTS	EP2 modulator	RBBP9 inhibitor	Runt-SMMHC FRET
O=C(Nc1ccc(S(=O)(=O)Nc2nccs2)cc1)c1ccc(S(=O)(=O)N2CCOCC2)cc1	1.0	2.8	11.6	-3.2	0.5	1.5	10.5	-5.1	-0.8
CCN(CC)C(=O)C1CCCN(c2ccccc2[N+](=O)[O-])C1 (stereo unspecified)	1.0	-0.6	1.3	3.1	0.1	7.4	13.1	1.1	-3.5
Cc1ccc(C(=O)CC(=O)c2cccc(F)c2)c(O)c1	-7.0	0.9	20.0	-1.3	-1.9	2.5	-20.4	-8.4	-3.7
Cn1cc(CN2CCCC(C(=O)c3ccc(-c4ccccc4)cc3)C2)cn1 (stereo unspecified)	3.8	1.5	9.0	-0.3	-0.4	28.2	-32.8	-5.8	4.1
ClCC1CN(Cc2ccccc2Cl)CCO1 (stereo unspecified)	-0.2	0.4	3.8	-0.4	0.8	-23.5	16.2	4.0	-0.5
C/C(CC(=O)Nc1ccc(OCc2ccccc2)cc1)=N\NC(=O)C(=O)Nc1ccc(C)c(Cl)c1	-2.1	-0.2	9.4	-2.0	-1.2	0.3	7.5	-8.0	-1.2
Cc1ccc(Nc2nc(N)nc(CSc3nncn3C)n2)cc1	-0.6	0.7	11.2	-0.1	1.6	7.8	8.1	4.0	-7.3
Cc1ccc(Cl)cc1N1CCN(C(=O)Cc2c(C(=O)O)[nH]c3ccccc23)CC1	-1.5	-0.5	19.3	1.0	0.3	-1.6	19.9	1.1	-1.7
CCC(=O)Nc1ccccc1C(=O)C(=O)Nc1ccccc1	0.4	0.2	7.8	1.7	-0.3	-1.6	8.9	-7.7	4.0
CCN(CC)c1ccc(NC(=O)c2ccccc2OCC(=O)OC)cc1	1.2	40.5	6.8	23.0	-0.5	22.1	-51.7	-8.7	19.3
COC(=O)CNC(=O)c1cccc(-c2ccc(OC)cc2)c1	0.8	-0.6	4.4	1.2	-1.6	11.3	-30.5	-5.9	-0.5
